Screening data from PubChem BioAssay.
Tb PYK inh: inhibitors of Trypanosoma brucei pyruvate kinase. TbPYK enzyme, Kinase-Glo Plus ATP luminescence, 45 min. Potency, µM (series often up to 76.8 µM), for the others: top-dose activity, negative = inhibition, usual class: inhibitors. 0.12% of 410,000 active. AID 624173; further: potency means the concentration at half of the fitted maximal effect; nearly all actives have a fitted effect of over 50% in size
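Readout: single end-point luminescence (Kinase-Glo Plus, 10 min). Reaction conditions were TbPYK/substrate plus 130 uM ADP, 45 min at RT, pH 7.2 TEA buffer. No-enzyme wells served as controls, and data were normalized before concentration-response fitting.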
AmpC inh no detg: inhibitors of E. coli AmpC beta-lactamase without detergent; 0.52% of 330,000 active; Potency, µM (series often up to 57.1 µM), for inactives: at the highest dose activity change, negative = inhibition, actives largely listed as inhibitors; AmpC nitrocefin hydrolysis, absorbance 480 nm, 0.0001% Triton;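 further: potency means the concentration at half of the fitted maximal effect; plate controls were no compound for no effect and no enzyme for full effect; nearly all actives have a fitted effect of over 20% in size; some results filed as inactive show a strong effect at the top dose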
Target sequence (P00811 whole entry, looked up): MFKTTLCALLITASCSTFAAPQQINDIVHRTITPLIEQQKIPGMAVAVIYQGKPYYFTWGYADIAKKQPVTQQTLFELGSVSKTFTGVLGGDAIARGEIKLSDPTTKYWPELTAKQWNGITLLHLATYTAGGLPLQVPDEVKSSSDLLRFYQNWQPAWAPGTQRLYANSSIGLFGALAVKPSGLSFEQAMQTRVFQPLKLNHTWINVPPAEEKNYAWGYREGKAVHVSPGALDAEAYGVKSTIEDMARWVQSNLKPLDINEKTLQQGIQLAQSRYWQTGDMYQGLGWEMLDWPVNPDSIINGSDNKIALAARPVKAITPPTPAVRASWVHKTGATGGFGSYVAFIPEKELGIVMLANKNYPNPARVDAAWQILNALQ
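20 mM phosphate pH 7.0 + 0.01% (detergent screen) or 0.0001% Triton X-100; 5.3 nM AmpC reagent; cpd preinc 15 min RT; nitrocefin (800 uM stock) to start; A480 q20 s × 4 min; Activity was normalised to no-enzyme and no-compound control wells.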
AMA1 RON2 block: AMA1-RON2 (P. falciparum) interaction inhibition; 0.2% of 360,000 active; AlphaScreen AMA1-biotinylated RON2 peptide binding; AID 720542; Potency, µM (series often up to 58.2 µM), for the others: at the top dose activity change, negative = inhibition, most hits filed as inhibitors;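 further: potency means the concentration at half of the fitted maximal effect; 0% = vehicle wells and -100% = peptide control; nearly all actives have a fitted effect of over 45% in size; some results filed as inactive show a strong effect at the top dose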
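AMA1 (3D7) with his tag at 25 nM final met compounds first, then biotinylated RON2 peptide at 25 nM; detection used donor plus acceptor beads, 10 µg/mL apiece, read by AlphaScreen after 30 min at room temperature.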
AmpC detergent: blocks E. coli AmpC beta-lactamase in detergent assay; P00811; AmpC hydrolysis of nitrocefin, absorbance 480 nm, 0.01% Triton; Potency, µM (doses to about 114 µM), inactives show top-dose activity change, negative = inhibition, hits mostly inhibitors; 0.041% of 370,000 active; AID 485294;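 further: potency means the concentration at half of the fitted maximal effect; 0% = no-compound wells and -100% = no-enzyme wells; nearly all actives have a fitted effect of over 25% in size; some results filed as inactive show a strong effect at the top dose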
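20 mM phosphate pH 7.0 + 0.01% (detergent screen) or 0.0001% Triton X-100; 5.3 nM AmpC reagent; cpd preinc 15 min RT; nitrocefin (800 uM stock) to start; A480 q20 s × 4 min; Activity was normalised to no-enzyme and no-compound control wells.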
HCMV antiviral: human cytomegalovirus inhibition; HFF cells, HCMV-luciferase reporter, 72 h; active compounds read low; AID 1259415; 4.5% of 410,000 active; activity change, negative = inhibition, % at 57.5 µM; in the data active means activity change below about -60%; inconclusive means no clear call, values can overlap the other calls; inactive means above about -39%
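Compounds were evaluated in HFFs infected with an HCMV luciferase reporter virus (MOI 1 PFU/cell). Luciferase in lysates collected 72 h post infection served as the replication measure.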
Sm TGR inh: S. mansoni TGR enzyme inhibition; purified TGR, DTNB reduction, TNB absorbance 405 nm; 3% of 360,000 active; Potency, µM (highest dose often 114 µM), for the others: top-dose activity change, negative = inhibition, hits mostly inhibitors; Q962Y6; further: potency means the concentration at half of the fitted maximal effect; nearly all actives have a fitted effect of over 60% in size
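First, TGR (20 nM dispensed) and NADPH were mixed with compound. Second, a 15 min room-temperature incubation followed. Third, further NADPH and then DTNB were added to start the reaction. Finally, TNB absorbance was monitored kinetically.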
LmPK inh: inhibitors of Leishmania mexicana pyruvate kinase; AID 1721; Q27686; purified LmPK, Kinase-Glo ATP luminescence, 1 h; 0.37% of 290,000 active; Potency, µM (titrated, usually from 57.5 µM), for inactives: at the top dose activity change, negative = inhibition, hits mostly inhibitors; further: potency means the concentration at half of the fitted maximal effect
Target sequence (Q27686 whole entry, looked up): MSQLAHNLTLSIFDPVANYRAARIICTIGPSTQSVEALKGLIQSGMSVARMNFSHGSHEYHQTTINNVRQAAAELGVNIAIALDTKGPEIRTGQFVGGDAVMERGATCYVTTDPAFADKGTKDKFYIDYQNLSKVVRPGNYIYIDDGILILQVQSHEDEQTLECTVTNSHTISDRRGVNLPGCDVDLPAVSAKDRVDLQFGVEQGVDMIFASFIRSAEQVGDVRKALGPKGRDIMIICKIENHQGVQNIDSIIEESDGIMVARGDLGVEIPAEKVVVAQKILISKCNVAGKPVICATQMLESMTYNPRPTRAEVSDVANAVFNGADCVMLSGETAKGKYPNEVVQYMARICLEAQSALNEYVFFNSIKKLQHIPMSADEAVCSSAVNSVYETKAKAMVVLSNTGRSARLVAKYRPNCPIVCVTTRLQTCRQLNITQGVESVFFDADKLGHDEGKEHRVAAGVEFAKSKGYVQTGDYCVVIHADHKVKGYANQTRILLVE
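Screened at intermediate enzyme activity to detect both inhibitors and activators: LmPK at 0.1 nM, with a 0.5 nM enzyme column as activation reference. PEP 0.5 mM, ADP 0.1 mM; ATP detected by luminescence after 1 h.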
* hit, by the source's call; ? = inconclusive; nt = not tested or not shown; & = joins results of further samples; [ ] = dose if it differs, or a comment. Unless noted, the call rests on the fitted dose curve; in most records, active means well fitted curve in the direction sought with a large enough effect; inconclusive means small, poorly fitted or top-dose-only effect, or another doubt; inactive means no such curve, though single readings can be large; an effect the other way counts as inactive or inconclusive. Unless noted, on the % scale 0 is the no-effect control and ±100 the full control effect.

| smiles | AmpC detergent | AmpC inh no detg | Tb PYK inh | LmPK inh | AMA1 RON2 block | HCMV antiviral | Sm TGR inh |
| --- | --- | --- | --- | --- | --- | --- | --- |
| CC(C)N(CCn1cnc2c([nH]c3ccccc32)c1=O)C(C)C | -6% | -8% | -1% | -2% | 4% | 12 | -2% |
| CN(Cc1ccc(Br)cc1)C(=O)CCN1C(=O)c2cccc([N+](=O)[O-])c2C1=O | 6% | -10% | 0% | -4% | -4% | -26 | ? |
| Cc1ccc(Cc2nc3ccccc3nc2SCC(=O)Nc2cccc(C(F)(F)F)c2)cc1 | 13% | nt | -4% | nt | nt | ? | -9% |
| Cn1ccc2cc(-c3ccc4ncnc(NCc5cccnc5)c4c3)ccc21 | ? | 3% | nt | nt | nt | nt | -1% |
| N#Cc1ccc(Oc2ccc(-c3cnc4ccccc4n3)cc2)cc1C#N | -3% | -12% | -4% | -2% | 14% | 0 | 2% |
| Clc1ccc(CNCC2CCCO2)cc1 (stereo not drawn) | -14% | -9% | 1% | 0% | 13% | 77 | 21% |
| CCSc1nc(C)c(CCOc2cccc(C)c2)c(=O)[nH]1 | ? | -42% | 2% | 3% | 2% | -28 | -8% |
| COC(=O)C1=C(C)N(Cc2ccccc2)C(=NCc2cc(OC)c(OC)c(OC)c2)N[C@H]1c1ccccc1 | -11%&-8% | -24%&55% | -11% | -6%&4% | -6% | nt | 0%&-21% |
| CCOC(=O)C1CCCN(c2c(NCCc3ccc(S(N)(=O)=O)cc3)c(=O)c2=O)C1 (stereo not drawn) | ? | -15% | -9% | -4% | -8% | 95 | -10% |
| NC(=O)c1ccsc1NC(=O)CCc1ccccc1 | -12% | -32% | -7% | -4% | 5% | 5 | -17% |
| O=C(CN1C(=O)NC2(CCOc3ccccc32)C1=O)Nc1cccc([N+](=O)[O-])c1 (stereo not drawn) | nt | -37% | 0% | nt | -1% | 74 | nt |
| Cc1noc(C)c1C(=O)N(C)C[C@@H]1OCc2ccccc2-c2c(n(C)c3ccccc23)C(=O)N([C@H](C)CO)C[C@H]1C | nt | nt | 0% | nt | 11% | 21 | nt |
| O=C(NNC(=O)c1cnccn1)c1ccc(Cl)c(Cl)c1 | -1% | -12% | 6% | -6% | 122%[activator] | -27 | -9% |
| O=C(Nc1ccc(NC(=O)C2CC2)cc1)c1cccs1 | ? | -8% | -5% | -2% | 1% | -77* | -24% |
| CCN(CC)c1ccc(NC(=O)CSc2nc(C)cc(=O)[nH]2)cc1 | -13% | -12% | -13% | 11% | -1% | 14 | 1% |
| Cc1cccc(-c2noc(Cc3ccc(Cl)cc3)n2)c1 | -3% | -36% | -4% | -10% | 95%[activator] | 35 | -3% |
| c1cc(CNC23CC4CC(CC(C4)C2)C3)ccn1 | -5% | -19% | -4% | 0% | 19% | 3 | nt |
| Cc1ccnc(NC(=O)C2CCCN(c3ncnc4c3nc3n4CCCCC3)C2)c1 (stereo not drawn) | -2% | 4% | -1% | 0% | 3% | -21 | -3% |
| CSc1nc(NCc2ccco2)c2sc3nc(C(C)C)c4c(c3c2n1)CC(C)(C)OC4 | -1% | 6% | 4% | 3% | 21% | 6 | ? |
| CCOC(=O)c1c(NC(=O)CSc2nnc(CN3CCOCC3)n2C)sc2c1CCCC2 | -1% | 410%[activator] | 2% | 6% | -9% | -5 | -34% |
| CCc1ccc(NC(=O)NCC2CCN(c3ccc(OC)cc3)C2)cc1 (stereo not drawn) | 8% | -30% | ? | 2% | -10% | 2 | -6% |
| Cc1cc(C)cc(C(=O)N2CCN=C2SCc2ccc([N+](=O)[O-])cc2)c1 | 2% | -14% | -3% | 3% | -1% | ? | -6% |
| CCOc1ccc(/C=N/NC(=O)c2ccoc2C)cc1OC | 2% | -8% | -21% | -23% | 28% | 18 | 9% |
| CC(=O)Nc1ccc(S(=O)(=O)Nc2ccccc2C(=O)N2CCCCCC2)cc1 | 4% | -4% | 2% | 5% | -2% | 20 | 9% |
| CC(Sc1ccccc1)C(=O)N1CCN(S(=O)(=O)c2ccccc2F)CC1 (stereo not drawn) | 3% | 3% | 0% | -2% | -17% | -28 | -24% |
| O=C(COC(=O)c1ccccc1O)NCC1COc2ccccc2O1 (stereo not drawn) | 7% | -28% | -2% | nt | -9% | -8 | -2% |
| CCCc1nc2oc3c(NCc4ccccn4)ncnc3c2c2c1COC(C)(C)C2 | -2% | -5% | 6% | 3% | 13% | -12 | 2% |
| COc1cc(CO)cc(Br)c1OCC(=O)O | ? | -13% | -11% | 8% | 5% | 20 | 1% |
| CN(C(=O)COC(=O)COc1ccc2c(c1)CCC2)c1c(N)n(Cc2ccccc2)c(=O)[nH]c1=O | -19% | 80%[activator] | 3% | nt | -1% | -25 | 0% |
| COc1cccc(C2CCN(CC(=O)Nc3cc(Cl)ccc3OC)CC2O)c1 (stereo not drawn) | 4% | 134%[activator] | -12% | 3% | -8% | -1 | 2% |

Part of the list above, reformatted:
Results follow in this order: AmpC detergent, AmpC inh no detg, Tb PYK inh, LmPK inh, AMA1 RON2 block, HCMV antiviral, Sm TGR inh
> c1cc(CNC23CC4CC(CC(C4)C2)C3)ccn1
 : -5%, -19%, -4%, 0%, 19%, 3, nt
> Cc1ccnc(NC(=O)C2CCCN(c3ncnc4c3nc3n4CCCCC3)C2)c1 (stereo not drawn)
 : -2%, 4%, -1%, 0%, 3%, -21, -3%
> CSc1nc(NCc2ccco2)c2sc3nc(C(C)C)c4c(c3c2n1)CC(C)(C)OC4
 : -1%, 6%, 4%, 3%, 21%, 6, ?
> CCOC(=O)c1c(NC(=O)CSc2nnc(CN3CCOCC3)n2C)sc2c1CCCC2
 : -1%, 410%[activator], 2%, 6%, -9%, -5, -34%
> CCc1ccc(NC(=O)NCC2CCN(c3ccc(OC)cc3)C2)cc1 (stereo not drawn)
 : 8%, -30%, ?, 2%, -10%, 2, -6%
> Cc1cc(C)cc(C(=O)N2CCN=C2SCc2ccc([N+](=O)[O-])cc2)c1
 : 2%, -14%, -3%, 3%, -1%, ?, -6%
> CCOc1ccc(/C=N/NC(=O)c2ccoc2C)cc1OC
 : 2%, -8%, -21%, -23%, 28%, 18, 9%
> CC(=O)Nc1ccc(S(=O)(=O)Nc2ccccc2C(=O)N2CCCCCC2)cc1
 : 4%, -4%, 2%, 5%, -2%, 20, 9%
> CC(Sc1ccccc1)C(=O)N1CCN(S(=O)(=O)c2ccccc2F)CC1 (stereo not drawn)
 : 3%, 3%, 0%, -2%, -17%, -28, -24%
> O=C(COC(=O)c1ccccc1O)NCC1COc2ccccc2O1 (stereo not drawn)
 : 7%, -28%, -2%, nt, -9%, -8, -2%
> CCCc1nc2oc3c(NCc4ccccn4)ncnc3c2c2c1COC(C)(C)C2
 : -2%, -5%, 6%, 3%, 13%, -12, 2%

The list goes on.
| smiles | AmpC detergent | AmpC inh no detg | Tb PYK inh | LmPK inh | AMA1 RON2 block | HCMV antiviral | Sm TGR inh |
| --- | --- | --- | --- | --- | --- | --- | --- |
| CC1(C(=O)NS(=O)(=O)c2ccc(C#N)cc2)CCN1C(=O)CCC1CCCC1 (stereo not drawn) | nt | nt | 2% | nt | -3% | 12 | nt |
| COc1cc2ccccc2cc1C(=O)N1CC(C)CC(C)C1 (stereo not drawn) | 6% | 12% | 2% | -6% | 0% | -33 | 5% |
| CC(C)CN(CC(C)C)C(=O)CN1C(=O)NC2(CCCc3ccccc32)C1=O (stereo not drawn) | -6% | 38% | 2% | 1% | 1% | -13 | 36%[activator] |
| CC1(C)CN2C(c3ccc(Cl)cc3)N2C1 (stereo not drawn) | ? | -18% | -1% | 0% | -6% | -75* | -24% |
| CC(C)c1ccc(NC(=O)CCNC(=O)N2CC(=O)Nc3ccccc32)cc1 | -1% | 22% | 10% | 3% | 0% | 67 | -22% |
| Fc1ccccc1/C=N/Nc1nc(N2CCCCC2)nc(N2CCCCC2)n1 | -1% | -31% | 0% | 4% | -4% | 10 | -2%[57.1 µM] |
| COC(=O)c1sc(N2C(=O)c3oc4ccc(C)cc4c(=O)c3C2c2ccc(OC)cc2)nc1C (stereo not drawn) | 2% | nt | 2% | nt | nt | 2 | 7% |
| N#C/C(=N\Nc1cccc(Cl)c1)C(=O)c1ccccc1 | -11% | -33% | 0% | 1% | -13% | -87* | 0% |
| O=C1CC(c2ccccc2Br)c2c(c3ccccc3oc2=O)O1 (stereo not drawn) | -5% | nt | -3% | nt | nt | 3 | -1% |
| CCCCN(C(=O)CN1C(=O)C2CCCCC2C1=O)c1c(N)n(CCCC)c(=O)[nH]c1=O (stereo not drawn) | -18% | -13% | -5% | nt | 6% | -35 | -5% |
| Cc1ccc(S(=O)(=O)N2CCn3cccc3C2C)cc1 (stereo not drawn) | ? | 25% | -5% | nt | -11% | 0 | ? |
| CCOC(=O)C1(Cc2cccc(OC)c2)CCCN(C(=O)c2cc(C)oc2C)C1 (stereo not drawn) | ? | 79%[activator] | 0% | 7% | -3% | 3 | -31% |
| COc1cc(/C=C/c2onc(C)c2[N+](=O)[O-])cc(OC)c1OC | nt | nt | 0% | nt | 2% | 8 | nt |
| COC(=O)c1c(C)sc(-c2c(-c3cccc(Cl)c3)[nH]c3c2c(=O)[nH]c(=O)n3C)c1O | 4% | nt | -6% | nt | nt | 21 | 0% |
| CCOC1=C2[C@@H](CN(S(=O)(=O)c3ccc(C)cc3)[C@H]2c2ccccc2F)[C@H]2C(=O)N(CC)C(=O)[C@H]2C1 | nt | nt | 3% | nt | 9% | 21 | nt |
| O=C(CSc1nc2c(cnn2-c2ccc(F)cc2)c(=O)[nH]1)N1CCCc2ccccc21 | 0% | -15% | -5% | 0% | -9% | 26 | -9% |
| CCc1sc2nc(SCC(=O)Nc3cc(C)on3)n(-c3cccc(OC)c3)c(=O)c2c1C | 1% | -36% | -5% | -1% | -3% | -4 | 20% |
| COC(=O)C1=C(C)N(c2ccc(OC)c(OC)c2)C(=O)C1 | ? | -7% | -24% | -6% | 4% | 11 | ? |
| CC[C@@H](C)[C@H](NC(=O)Cc1c(C)c2c(cc(C)c3c(C)coc32)oc1=O)C(=O)O | 1% | -11% | 2% | 6% | 1% | 14 | -30% |
| CCNC(=O)OCC12CC3CC(CC(C3)C1)C2 | ? | -15% | 1% | -2% | 2% | -17 | -2% |
